From PubChem
NLRP3 yeast inh: blocks the NALP3 inflammasome reconstituted in yeast | inhibition, % at 10 µM | Yeast reconstituted NLRP3/ASC/caspase-1, beta-gal luminescence, 24 h | 0.39% of 330,000 active;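 active means inhibition of 50% or more; inactive means inhibition below 50%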;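 further: plate controls were induced DMSO wells for no effect and uninduced yeast grown without galactose for full effect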
beta cell repl: inducers of beta-cell replication in MIN6 cells | MIN6 cells proliferation, ATPlite luminescence, 48 h; cells starved in 0.2% serum; 100% = growth in 10% serum | AID 2380 | 0.29% of 330,000 active | proliferation, % at 10 µM;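 active means compounds whose signal lies at least 3.5 SD above the mean of all wells on their plate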;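 further: 0% = DMSO-treated cells in low-serum medium and 100% = 10% serum control; some compounds called inactive have numbers as strong as hits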
mIAP act: increases mouse intestinal alkaline phosphatase activity; muIAP, CDP-Star luminescence, 30 min; hits give high values; 1 = vehicle-only enzyme signal, 0 = enzyme-free wells; activation factor at 10 µM; 0.24% of 330,000 active; AID 2805;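 active means activation factor of at least 2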; further: the source names both 10 and 20 µM as test concentration; values of inactives mirror those of a sister screen read the other way
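System: mouse IAP enzyme. Reagent: CDP-Star chemiluminescent phosphatase substrate. Benchmarks: DMSO wells, no-enzyme wells. Times: 30 min enzyme-substrate-compound incubation at room temperature. Detection: luminescence from enzymatic CDP-Star hydrolysis. Doses: test compounds delivered from DMSO solution.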
A3A deaminase: inhibitors of human APOBEC3A DNA deaminase; AID 493011; recombinant A3A, FAM/TAMRA ssDNA deamination fluorescence; inhibition, % at 20 µM; 0.41% of 330,000 active;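 active means at least 40% inhibition at 20 µM here, with at most 30% in a related deaminase screen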;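 further: plate controls were A3A with DMSO for no effect and wells lacking A3A enzyme for full effect; some results filed as inactive read as strong as hits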
SENP1 FRET inh: blocks the human SENP1 SUMO protease catalytic domain | inhibition, % at 10 µM | 0.21% of 360,000 active | recombinant SENP1 catalytic domain, CyPet-SUMO1-YPet FRET cleavage | Q9P0U3 | AID 624204;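 active means inhibition at least 30% at 10 µM, raw YFP signal under a set limit, fluorescence ratio 0.5 to 1.5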;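 further: 0% = enzyme with DMSO and 100% = no enzyme wells; some results filed as inactive read as strong as hits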
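Assay system – human recombinant His6-tagged SENP1 catalytic domain enzyme · Input – SENP1 enzyme, 20 pM final · Buffer or medium – Tris pH 8 buffer plus EDTA, NaCl, BME, BSA, NP40, catalase · Schedule – 50 min reaction at room temperature · Technique – FRET read of cyan and yellow fluorescence · Control set – no-enzyme wells low, DMSO-plus-enzyme wells high control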
A3G deaminase: APOBEC3G (human) deaminase inhibition; Q9HC16; recombinant A3G, ssDNA deamination FAM/TAMRA fluorescence; inhibition, % at 20 µM; 0.28% of 330,000 active; AID 493012;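 active means inhibition of at least 40% at 20 µM, with no more than 30% in the related APOBEC3A deaminase screen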;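 further: plate controls were DMSO wells with A3G for no effect and wells lacking A3G enzyme for full effect; some compounds called inactive have numbers as strong as hits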
Target sequence (Q9HC16 whole entry, looked up): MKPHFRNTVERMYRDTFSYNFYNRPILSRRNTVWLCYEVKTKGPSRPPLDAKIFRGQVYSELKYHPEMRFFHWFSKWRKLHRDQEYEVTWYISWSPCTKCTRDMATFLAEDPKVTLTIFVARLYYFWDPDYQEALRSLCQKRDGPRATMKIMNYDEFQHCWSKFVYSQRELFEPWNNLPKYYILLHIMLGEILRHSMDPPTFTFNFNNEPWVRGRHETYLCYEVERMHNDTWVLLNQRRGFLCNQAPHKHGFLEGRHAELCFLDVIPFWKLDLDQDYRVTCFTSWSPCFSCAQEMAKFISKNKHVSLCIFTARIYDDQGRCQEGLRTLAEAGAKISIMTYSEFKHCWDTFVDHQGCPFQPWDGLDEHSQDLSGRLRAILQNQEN
hIAP act: increases human intestinal alkaline phosphatase activity. activation factor at 10 µM. AID 2524. 0.16% of 330,000 active. purified human IAP, CDP-Star luminescence, 30 min; hits give high values; 1 = vehicle-only enzyme, 0 = enzyme-free background. P09923;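 active means activation factor of the enzyme at least 2-fold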; further: the source names both 10 and 20 µM as test concentration; values of inactives mirror those of a sister screen read the other way
Target sequence (P09923 whole entry, looked up): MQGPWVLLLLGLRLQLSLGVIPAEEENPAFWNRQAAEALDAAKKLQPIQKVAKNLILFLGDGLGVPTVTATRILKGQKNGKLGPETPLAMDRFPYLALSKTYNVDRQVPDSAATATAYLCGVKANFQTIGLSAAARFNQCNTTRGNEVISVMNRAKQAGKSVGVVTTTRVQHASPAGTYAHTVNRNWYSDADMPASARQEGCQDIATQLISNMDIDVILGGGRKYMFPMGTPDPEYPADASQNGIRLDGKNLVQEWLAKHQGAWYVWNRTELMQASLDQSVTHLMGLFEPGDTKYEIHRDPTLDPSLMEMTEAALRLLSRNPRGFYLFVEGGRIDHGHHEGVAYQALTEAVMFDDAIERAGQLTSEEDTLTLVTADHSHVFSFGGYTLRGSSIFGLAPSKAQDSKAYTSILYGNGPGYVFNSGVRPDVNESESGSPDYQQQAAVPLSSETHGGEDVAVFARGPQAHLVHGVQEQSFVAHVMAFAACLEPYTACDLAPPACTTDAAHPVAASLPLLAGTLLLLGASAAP
mIAP inh: mouse IAP inhibition | purified mouse IAP, CDP-Star luminescence, 30 min | inhibition, % at 10 µM | 0.2% of 330,000 active;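 active means inhibition of at least 40% at 10 µM in the primary screen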;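 further: plate controls were DMSO with enzyme for no effect and no enzyme wells for full effect; values of inactives mirror those of a sister screen read the other way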
hIAP inh: human IAP inhibition | AID 2544 | 0.12% of 330,000 active | purified IAP, CDP-Star luminescence, 30 min | P09923 | inhibition, % at 10 µM;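 active means inhibition reaching a set limit with compound at 10 µM in the primary screen, cut at about 35% in these data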;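 further: plate controls were DMSO wells with enzyme for no effect and no-enzyme buffer wells for full effect; values of inactives mirror those of a sister screen read the other way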
Active calls of the source: *. Only part of the results is shown; the hit share may differ from the screen's.

SMILES | NLRP3 yeast inh | beta cell repl | mIAP act | A3A deaminase | SENP1 FRET inh | A3G deaminase | hIAP act | mIAP inh | hIAP inh
CC(C)C(=O)N1CCC(c2nc(-c3ccc(S(=O)(=O)N4CCCC4)cc3)no2)CC1 | 21 | -1 | 0.91 | -4 | 1 | -9 | 0.97 | 10 | 3
CC(C)=CCC(C)(C)CNC(=O)NC1CCCCC1 | 15 | -1 | 1.3 | 4 | 2 | 1 | 0.98 | -34 | 2
CC(=O)c1cc(-c2ccccc2)n(CC(=O)N2CCN(C3CCCC3)CC2)c1C | 4 | -1 | 1.1 | -4 | -2 | -4 | 0.97 | -7 | 3
CCN(CC)c1ccc(NC(=O)COc2ccc(N(C)S(=O)(=O)c3cccs3)cc2)cc1 | 2 | -3 | 1.1 | -1 | 2 | -2 | 1 | -15 | 0
N#Cc1ccccc1Sc1ccccc1C(=O)OCC(=O)N1CCN(C(=O)c2ccco2)CC1 | 5 | -1 | 1 | 3 | 1 | 0 | 1.1 | -3 | -6
CN1CCC(N(C)C(=O)c2ccccc2F)CC1 | 11 | -3 | 1.1 | -3 | 2 | -3 | 1.1 | -11 | -11
COCCCNC(=O)CCc1c(C)nc2c(c(C)nn2-c2ccc(C)cc2)c1C | 22 | -3 | 1 | -1 | 1 | -2 | 1.2 | -2 | -18
Cc1sc2ncnc(SCC(=O)NC(=O)c3cccn3C)c2c1C | -1 | -4 | 0.88 | 7 | -12 | -3 | 0.97 | 12 | 3
O=C(N1CCN(c2ncccn2)CC1)C12CC3CC(CC(C3)C1)C2 | 23 | -1 | 1.1 | 0 | 1 | -3 | 1.1 | -8 | -13
COc1cc(C(c2c(O)cc(C)[nH]c2=O)c2c(O)cc(C)[nH]c2=O)ccc1O | -9 | 2 | 1 | 5 | 1 | -5 | 1 | -3 | -4
COC(=O)[C@H](CCSC)NC(=O)NC1CCN(Cc2ccccc2)CC1 | 11 | -2 | 0.95 | -4 | -16 | -3 | 0.87 | 4 | 13
COc1ccc(OC)c(/C=C/C(=O)Nc2ccc3c(c2)CCC3)c1 | 22 | 0 | 0.99 | -2 | -2 | 3 | 0.96 | 1 | 4
O=C(CSc1nc2ccccc2o1)Nc1nc(-c2ccccc2)c(-c2ccccc2)s1 | 4 | -5 | 0.9 | 1 | 1 | -4 | 1 | 10 | -2
CSCC[C@H](NC(=O)[C@@H]1CSC2c3ccccc3C(=O)N21)C(=O)N1CCC[C@H]1CO (some centres not stated) | 9 | -1 | 1 | -4 | -3 | -9 | 1.1 | -3 | -11
CCOCCCNC(=O)C(=O)NCCCOCC | 3 | 2 | 0.96 | 0 | 2 | -7 | 1 | 4 | -2
Nc1ccc(S(=O)(=O)Nc2nccc(/C=C/c3ccc(Br)s3)n2)cc1 | 1 | 3 | 0.99 | -4 | 1 | -4 | 0.99 | 1 | 1
Cc1sc2ncnc(SCC(=O)c3ccc4c(c3)OCCO4)c2c1-c1ccccc1 | 21 | -3 | 1.1 | 1 | -5 | -6 | 1 | -11 | -4
CCCCNC(=S)Nc1ccc(OC)nc1 | 25 | 2 | 0.96 | -3 | -1 | -3 | 0.95 | 4 | 5
O=C(/C=C/c1ccc(Br)o1)OCc1nc2ccsc2c(=O)[nH]1 | 27 | 3 | 0.73 | 93 | -13 | 80 | 0.97 | 27 | 3
C=C(C)Cn1c(CCCNC(=O)CCC)nc2ccccc21 | -3 | -1 | 1.1 | -2 | -1 | -1 | 0.94 | -8 | 6
CCCN(C(=O)COc1ccc(C(C)=O)cc1OC)C1CCS(=O)(=O)C1 (configuration not stated) | 29 | 1 | 1.2 | -2 | 1 | -2 | 1.3 | -18 | -31
Cc1[nH]nc2c1C1(CCOCC1)C(C#N)=C(N)O2 | 7 | -1 | 0.98 | 1 | 2 | -2 | 1.2 | 2 | -18
CC(N=Cc1cc([N+](=O)[O-])ccc1O)c1ccccc1 (configuration not stated) | 3 | -1 | 1 | 4 | -5 | 2 | 1.1 | -2 | -10
Cc1ccc(C2C(C(N)=S)=C(N)OC3=C2C(=O)CC(C)(C)C3)cc1 (configuration not stated) | 2 | 0 | 0.95 | -3 | -18 | -1 | 1.1 | 5 | -9
O=C(CCc1c[nH]c2ccccc12)NCC(=O)Nc1ccc(F)c(F)c1F | 2 | -3 | 1.1 | -2 | 1 | -8 | 1.1 | -8 | -13
COc1ccc2cnnc(SCC(=O)Nc3ccccc3)c2c1OC | 20 | -1 | 0.99 | -4 | 5 | -6 | 0.92 | 1 | 8
Cn1c(=O)oc2cc(S(=O)(=O)N3CCCc4ccccc43)ccc21 | 3 | -1 | 0.97 | 1 | -13 | 4 | 1 | 3 | 0
CCCCOCCCNC(=O)c1ccc(OC)cc1 | 19 | -1 | 1.1 | -4 | 2 | -9 | 1.1 | -7 | -7
CC1=CC(C)(C)N(C(=O)CSc2nncn2C)c2ccccc21 | 11 | -2 | 0.96 | -3 | 0 | -7 | 0.95 | 4 | 5
O=C(NCC1CCNCC1)c1ccncc1 | 5 | -3 | 1 | -1 | 2 | 0 | 0.99 | -3 | 1
C=CCn1c(=O)n(CCC#N)c(=O)n(CCC#N)c1=O | -9 | 1 | 0.94 | -1 | 1 | -5 | 0.9 | 6 | 10
CCC(C)(C)NC(=O)c1cc(S(=O)(=O)N2CCc3ccccc32)cn1C | 11 | -2 | 1.1 | -1 | 3 | 1 | 1 | -11 | 0
NC(=O)c1ccc(NC(=O)COC(=O)/C=C/c2ccc(Br)o2)cc1 | 25 | 0 | 0.95 | 62 | -4 | 45 | 0.97 | 5 | 3
CN(Cc1ccccc1)S(=O)(=O)c1ccc2c(c1)OCCO2 | 28 | -1 | 0.95 | -2 | 2 | -3 | 0.71 | 4 | 28
Cc1ccc(-c2nnc(N(C)C(=O)c3ccccn3)s2)cn1 | 10 | -1 | 0.99 | -4 | 3 | -6 | 0.97 | 1 | 2
CNC(=S)NNC(=O)c1cc(C(C)(C)C)nn1Cc1ccc(F)cc1 | 31 | -1 | 1 | 3 | 0 | -4 | 1.3 | 0 | -33
CCN(CC(=O)Nc1c(F)cccc1F)C(=O)/C=C/c1c(C)nn(-c2ccc(F)cc2)c1C | 25 | -5 | 1 | -2 | 0 | -10 | 0.99 | -2 | 1
COc1cc(C(=O)Nc2ccc(S(=O)(=O)Nc3cc(C)on3)cc2)cc(OC)c1OC | 11 | -3 | 1 | -4 | 1 | -5 | 0.93 | -1 | 7
CC1(C)CCc2nc(SCc3ccccc3)c(C#N)cc2C1 | 15 | -4 | 0.9 | 0 | -1 | -7 | 0.89 | 10 | 11
COC(=O)c1ccc(NC2=C(Cl)C(=O)OC2OC(=O)c2ccccc2)cc1 (configuration not stated) | 16 | -7 | 1.1 | 0 | 0 | 5 | 0.9 | -10 | 10
CC(C)(C)OC(=O)NCCCC[C@H](NC(=O)c1nc[nH]c1C(=O)NCc1ccccc1)C(=O)OC(C)(C)C | 7 | -7 | 1.3 | 2 | 1 | 2 | 1.5 | -34 | -50
Cc1c(N=N/C(C(=O)Nc2ccccc2)=C(/O)c2ccccc2)c(=O)n(-c2ccccc2)n1C | 31 | -3 | 0.85 | -2 | 49 | -4 | 0.96 | 15 | 4
N#Cc1cc2cc3c(cc2nc1SCC(=O)N1CCOCC1)OCCO3 | -6 | -5 | 1 | -6 | -1 | 0 | 1 | -4 | -1
N#C/C(=C\c1ccc([N+](=O)[O-])o1)C(=O)Nc1ccc(F)cc1 | -8 | -7 | 0.84 | 14 | -38 | 8 | 1 | 16 | 0
CCOC(=O)C1=C(COC(=O)CNC(=O)c2ccccc2F)NC(=O)NC1C (configuration not stated) | 2 | 2 | 1 | 1 | 1 | -9 | 1 | -3 | -2
COc1ccc(-c2cc(CCCC(=O)NCCc3ccc(OC)cc3OC)no2)cc1 | 12 | -2 | 1.1 | 3 | 2 | -3 | 1.1 | -15 | -9
Cc1cc(SCc2cccc(C(F)(F)F)c2)nc(=O)[nH]1 | -1 | -3 | 1 | 4 | -20 | 6 | 0.94 | -1 | 6
COC(=O)CSc1ccccc1C(=O)OC | 13 | 0 | 1.1 | -3 | -1 | -1 | 1.3 | -8 | -35

3 entries out of the list above, ordered by their value in mIAP inh, descending:
SMILES | mIAP inh
N#C/C(=C\c1ccc([N+](=O)[O-])o1)C(=O)Nc1ccc(F)cc1 | 16
Cc1c(N=N/C(C(=O)Nc2ccccc2)=C(/O)c2ccccc2)c(=O)n(-c2ccccc2)n1C | 15
CCOC(=O)C1=C(COC(=O)CNC(=O)c2ccccc2F)NC(=O)NC1C (configuration not stated) | -3

Additional results
SMILES | NLRP3 yeast inh | beta cell repl | mIAP act | A3A deaminase | SENP1 FRET inh | A3G deaminase | hIAP act | mIAP inh | hIAP inh
Cc1ccsc1/C=C/C1=Cc2c(sc(NC(=O)CSc3n[nH]c(N)n3)c2C#N)C(C)(C)C1 | 13 | -6 | 0.55 | 25 | -26 | 14 | 0.87 | 45* | 13
CN(C(=O)C12CC3CC(CC(C3)C1)C2)C1(C)CCS(=O)(=O)C1 (configuration not stated) | 13 | -3 | 1.1 | -3 | 0 | -6 | 0.96 | -5 | 4
O=C(NCC1CCCO1)C1CCCCN1S(=O)(=O)c1ccc(F)cc1 (configuration not stated) | 16 | 1 | 1 | 0 | -1 | 0 | 1.2 | -2 | -23
CCOC(=O)C1CCN(C(=O)c2cc3cc(F)ccc3[nH]2)CC1 | -25 | -2 | 1 | -1 | -5 | -5 | 0.97 | -3 | 3
O=C(Nc1nc(-c2nc3ccccc3s2)cs1)c1ccc(S(=O)(=O)N2CCOCC2)cc1 | 1 | -3 | 0.87 | 0 | 3 | 0 | 1.2 | 13 | -16
Cc1ccnc(NS(=O)(=O)c2ccc(NS(=O)(=O)c3cc(Cl)ccc3Cl)cc2)n1 | 5 | 1 | 1 | -8 | -1 | -5 | 1.1 | -2 | -12
Cc1cc(NN)nc2ccc(Cl)cc12 | 6 | 1 | 1.3 | 0 | -6 | -2 | 0.95 | -30 | 5
COc1ccc(NS(=O)(=O)c2cccc(C(=O)NN=Cc3ccc(O)c(OC)c3)c2)cc1 | 2 | -4 | 0.99 | -1 | 1 | -3 | 1.1 | 1 | -10
CCOC(=O)C1=C(COC(=O)C2CC(=O)N(CCc3ccccc3)C2)NC(=O)NC1C (configuration not stated) | 11 | 2 | 0.96 | 3 | -4 | 1 | 0.94 | 4 | 6
CCOC(=O)c1[nH]c2c(c1-c1ccccc1)C(=O)CC(c1ccc(Cl)cc1)C2 (configuration not stated) | 9 | -3 | 1 | 0 | -1 | -3 | 1 | -5 | -3
Cc1ccc(C(=O)N2CCN(Cc3ccc4c(c3)OCO4)CC2)o1 | 19 | -3 | 0.87 | 1 | 2 | -3 | 0.97 | 13 | 2
CC(C)(/C=N/O)/[N+]([O-])=C/C=[N+](\[O-])C(C)(C)/C=N/O | 13 | -2 | 0.95 | 0 | 3 | -2 | 1.1 | 5 | -6
Cc1cc(C(=O)NCc2cccs2)no1 | 2 | -2 | 0.93 | -3 | 1 | -4 | 1.1 | 7 | -8
